Compound activity as filed in PubChem.
sdo1 growth: restores growth of sdo1-depleted yeast | 140,000 tested, 0.21% active | S. cerevisiae sdo1-depleted JHY4D growth rescue, OD600 30 h; stronger effect = higher value; pdr5 snq2 efflux-pump mutant strain | z-score at 10 µM | AID 817;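 active = z-score above 3 at both the 24 hr and the 30 hr optical density reads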;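 note: z-score against mean and SD of all compound wells on the same plate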
INS promoter inh: TRM-6 insulin promoter activity inhibition; inhibition, % at 2 µM; AID 1273; TRM-6 cells (human fetal islet line), insulin promoter-eGFP reporter, imaging; reporter expression induced with tamoxifen; 130,000 tested, 0.9% active;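 active = inhibition above the mean plus 3 SD, with well images judged a real hit on visual review, cut at about 60% in these data, passing the limit was not always enough; inconclusive = inhibition over the cutoff but images rejected on review; inactive = inhibition not above the cutoff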
sdo1 growth Rescue 24 h: second read-out of sdo1 growth, no call of its own (marks repeat the call); z-score; S. cerevisiae sdo1-depleted JHY4D growth rescue, OD600; measured here: growth rescue at 24 h;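 0 is the plate mean of compound wells and units are plate SD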
* marks the source's active call; other numbers are inactive results; u = inconclusive; x = no result given. Some of the compounds tested (hit frequency here may not be typical).

A first look, 2 compounds:
SMILES	sdo1 growth	sdo1 growth Rescue 24 h	INS promoter inh
O=C(Nc1cccc(Cl)c1Cl)c1cc(S(=O)(=O)NCCc2ccccc2)ccc1F	-0.98	-0.1	43
Cc1cc(C)nc(-n2nc(C)cc2Nc2ccccc2)n1	-0.86	-0.53	51

This part in full, previewed entries included:
SMILES	sdo1 growth	sdo1 growth Rescue 24 h	INS promoter inh
O=C(Nc1cccc(Cl)c1Cl)c1cc(S(=O)(=O)NCCc2ccccc2)ccc1F	-0.98	-0.1	43
Cc1cc(C)nc(-n2nc(C)cc2Nc2ccccc2)n1	-0.86	-0.53	51
Cc1ccccc1-c1nnc(SCCOc2ccc3c(C)cc(=O)oc3c2)o1	-0.2	-0.64	34
O=C(COC(=O)Cn1cnc2ccccc21)Nc1cccc(S(=O)(=O)N2CCOCC2)c1	x	x	26
CCc1ccc(NC(=S)NC(=O)CC(C)C)cc1	-0.13	0.27	-21
COc1ccc(C2=CC(c3ccc(OC)c(OC)c3)NC(=S)N2)cc1 (stereo not drawn)	0.26	0.03	18
CCOC(=O)C1=C(C)OC(N)=C(C#N)C1c1cncc(-c2ccc(F)cc2)c1 (stereo not drawn)	0.19	0.06	-22
Cc1c(C(=O)N2CCOCC2)sc2ncn(CC(=O)N3CCC(C)CC3)c(=O)c12	1.3	1.1	-9
O=C(CCc1ccccc1)NCCSCc1c(F)cccc1Cl	-1.5	-2	x
COC(=O)c1cn(NC(=O)CCC2CCCC2)c(=O)c2ccccc12	-0.56	-0.39	25

Taken from above.
`Cc1c(C(=O)N2CCOCC2)sc2ncn(CC(=O)N3CCC(C)CC3)c(=O)c12` | INS promoter inh: -9
`Cc1ccccc1-c1nnc(SCCOc2ccc3c(C)cc(=O)oc3c2)o1` | sdo1 growth: -0.2

(next part)
SMILES	sdo1 growth	sdo1 growth Rescue 24 h	INS promoter inh
CC1(C)Cc2nc3oc4c(=O)n(CC(=O)Nc5ccccc5)cnc4c3cc2CO1	0.47	0.14	-34
Cc1ccc(C)c(-c2nn(-c3cc(N4CCN(CCO)CC4)ccc3[N+](=O)[O-])c(=O)c3ccccc23)c1	-2.4	-1.7	-22
CCOc1ccccc1C(=O)NC(C)c1ccc2c(c1)OCO2 (stereo not drawn)	-1	-1.4	49
Cc1c(Cc2ccccc2)c(=O)oc2c(C)c(OCC(=O)Nc3ccc(C#N)cc3)ccc12	-0.37	0.55	x
CCc1ccc(-n2c(SCC(=O)Nc3cccc(S(=O)(=O)NC4=NCCCCC4)c3)nc3ccccc3c2=O)cc1	0.04	-0.03	30
CCOc1cccc(OCCCOc2ccccc2)c1	0.11	0.23	14
CCn1c(O)c(C=Nc2ccccc2)oc1=S	-0.04	-0.33	x
CCN1CCN(c2cc(C)c3cc(NC(=S)N4CCN(c5ccccc5)CC4)ccc3n2)CC1	x	x	-53
CC(C)(C)OC(=O)N1CC=C2C(C#N)=C(N)C(C#N)(C#N)C(c3cccs3)C2C1 (stereo not drawn)	-0.51	-0.7	x
O=C1CCN(N=Nc2cccc(Cl)c2)N1	0.14	-0.2	-29
O=C(/C=C/c1ccc(Cl)cc1Cl)NCc1ccncc1	1.5	1.3	26
CCOC(=O)c1nnn(-c2nonc2-n2cccc2)c1CN1CCOCC1	0.58	0.37	14
Cc1ccc(NC(=O)c2cc(=O)c3ccccc3o2)cc1S(=O)(=O)N1CCCCC1	x	x	-7
CCN1CCCc2cc(CN(CCN3CCOCC3)C(=S)Nc3ccc(OC)c(OC)c3)ccc21	x	x	-425
CC(C)(C)NC(=O)COC(=O)c1ccc(Cl)cc1O	x	x	-14
CCOc1c(Br)cc(CNc2ncn[nH]2)cc1OC	2.2	1.7	-27
Cc1cc(C)c(S(=O)(=O)N2CCN(C(=O)N(C)C)CC2)c(C)c1	x	x	-76
CNC(=S)N1C2CCC1CC(NC(=O)NC13CC4CC(CC(C4)C1)C3)C2 (stereo not drawn)	0.82	0.37	25
O=C(COc1ccc(S(=O)(=O)N2CCCC2)cc1)NCCC1=CCCCC1	-0.69	0.94	-374
O=c1[nH]c(SCc2ccccc2)nnc1-c1ccccc1	0.02	0.11	50
CC(=O)Nc1ccc(S(=O)(=O)N=S(C)C)cc1	-0.02	-0.72	32
CCCc1[nH]nc2c1C1(C(=O)N(CC)c3ccccc31)C(C#N)=C(N)O2 (stereo not drawn)	-0.48	-0.24	23
C=CCn1c(C)cc(C(=O)CSc2ccc(NC(C)=O)cc2)c1C	0.01	0.15	0
CCn1c(N)c(C(=O)NCCCOC)sc1=S	0.06	-0.5	x
CCc1ccccc1NS(=O)(=O)c1ccc(SC)cc1	-1	-0.6	x
COc1ccc(N(C)S(=O)(=O)c2cccc(C(=O)NC3CCCCCC3)c2)cc1	x	x	-14
Cc1ccccc1Nc1nc(N)nc(CSc2nnc(-c3ccccc3)n2C)n1	1	0.2	11
O=C(CCCC(=O)N(CC(=O)NC1CCCC1)Cc1ccc2c(c1)OCO2)Nc1ccccn1	1.3	-0.05	36
COc1cccc(C2CC(c3ccc(C)cc3)n3ncnc3N2)c1 (stereo not drawn)	0.59	0.05	x
[O-][n+]1c2c(nn1-c1ccccc1Cl)-c1nonc1CC2	0.93	-0.21	-152

Compound profiles, from the list above. Order of values: sdo1 growth, sdo1 growth Rescue 24 h, INS promoter inh
Listed for COc1ccc(N(C)S(=O)(=O)c2cccc(C(=O)NC3CCCCCC3)c2)cc1 → x, x, -14
Listed for CCc1ccccc1NS(=O)(=O)c1ccc(SC)cc1 → -1, -0.6, x
Listed for CCn1c(N)c(C(=O)NCCCOC)sc1=S → 0.06, -0.5, x
Listed for O=C(CCCC(=O)N(CC(=O)NC1CCCC1)Cc1ccc2c(c1)OCO2)Nc1ccccn1 → 1.3, -0.05, 36
Listed for Cc1ccccc1Nc1nc(N)nc(CSc2nnc(-c3ccccc3)n2C)n1 → 1, 0.2, 11

(more compounds)
SMILES	sdo1 growth	sdo1 growth Rescue 24 h	INS promoter inh
Cc1cc(C)cc(C(=O)NCCn2cc(SCC(=O)N3CCOCC3)c3ccccc32)c1	1.1	1.3	x
CC1(C)CNC(=O)CC(C)(C)N1	x	x	64
O=C(N/N=C/c1ccc(OCc2ccc(F)cc2)cc1)c1ccccc1	x	x	-5
CCC(C)c1ccccc1OCCn1ccnc1 (stereo not drawn)	-1.1	-1.5	4
COc1cc(/C=N/NC(=O)c2cc3ccccc3cc2O)ccc1OCCN1CCCCC1	1	0.88	-45
Cc1ccccc1C(=O)NN1C(=O)CSC1=S	-0.13	-0.17	28
COc1ccc(-c2nnn(CC(=O)N(CC(=O)NC3CCCC3)c3ccccc3)n2)cc1OC	x	x	40
CNC(=S)NCCc1ccc(OC)c(OC)c1	0.84	0.37	x
COc1cccc(C2=NCCc3cc4c(cc32)OCO4)c1OC	0.57	-0.17	31
Cn1c(C(=O)NCCCN2CCCC2=O)cc2c(=O)n(C)c3ccccc3c21	0.67	0.16	x
O=C1Nc2ccc(S(=O)(=O)NCc3ccccn3)c3cccc1c23	0.65	0.54	21
CC1CCCCC1N1CN=C(Nc2nc3ccccc3s2)NC1 (stereo not drawn)	-0.73	-1.7	50
C/C=C(/C)C(=O)O[C@@H]1[C@H](OC(=O)C=C(C)C)c2c(ccc3ccc(=O)oc23)OC1(C)C	-0.69	0.52	-33
CCCCNC(=O)c1cc([N+](=O)[O-])[nH]n1	0.69	0.8	3
CCOc1ccccc1NC(=O)C(NCC1CCCCC1)c1ccccc1 (stereo not drawn)	x	x	56
COc1ccc2sc(NC(=O)CC(C)C)nc2c1	0.35	1.2	61
CCOC(=O)N1CCN(S(=O)(=O)c2ccc(F)c(C(=O)Nc3cccc(Cl)c3C)c2)CC1	-1.3	-1.4	-29
O=C(CCC1CCCCC1=O)c1ccccc1 (stereo not drawn)	-0.37	-1.2	-67
Cc1cc(C)c(C)c(OCC(=O)O/N=C(\N)c2ccccn2)c1	-1.6	-1.3	x
CC(=O)Oc1c(S(=O)(=O)c2ccc(C)cc2)c(C)nn1-c1ccccc1	-0.4	-1.2	-18

3 compounds picked at random from the list so far, as already listed:
SMILES	sdo1 growth	sdo1 growth Rescue 24 h	INS promoter inh
CCOc1ccccc1NC(=O)C(NCC1CCCCC1)c1ccccc1 (stereo not drawn)	x	x	56
CCCCNC(=O)c1cc([N+](=O)[O-])[nH]n1	0.69	0.8	3
O=C(CCC1CCCCC1=O)c1ccccc1 (stereo not drawn)	-0.37	-1.2	-67

The results go on.
SMILES	sdo1 growth	sdo1 growth Rescue 24 h	INS promoter inh
O=C(CCCN1C(=O)CCC1=O)Nc1ccc2c(c1)OCCO2	1.8	1.4	-118
COC(=O)c1cc(CNC(=O)c2cccc(Cl)c2Cl)ccc1OC	0.14	-0.04	-7
Cc1cccc(OCCCn2c(=O)sc3ccccc32)c1	-0.36	0	-83
COc1cc(C(=O)OCC(=O)c2cc(C)n(C)c2C)cc(NC(=O)c2ccco2)c1OC	-1.1	-0.35	-15
CCOc1ccc(-c2nc(C#N)c(N3CCN(Cc4ccccc4)CC3)o2)cc1	-1.8	-1.3	x
O=C(Nc1ccc2c(c1)OCCO2)C1CCN(C(=O)c2ccc(Br)cc2)CC1	-0.51	0.17	59
Cc1cc(C)nc(-n2nc(C)cc2NC(=O)c2cccc(S(=O)(=O)N3CCCCC3)c2)n1	-0.69	-0.63	x
COc1cc(/C=C/C(=O)O)cc(S(=O)(=O)NC2CC2)c1OC	1.5	1.5	x
CCOC(=O)c1[nH]c2ccccc2c1NC(=O)NC1CCCCC1	-0.3	0.05	u
O=C(NC1CCCCC1)C1CCCN(S(=O)(=O)c2cnc[nH]2)C1 (stereo not drawn)	0.63	0.3	x
Cc1cccc(NC(=O)CN2C(=O)N/C(=C/c3cc(C)n(C(C)C)c3C)C2=O)c1	-0.41	-1.2	24
CC(C)CCN1CC(C(=O)NCc2ccccc2)CC1=O (stereo not drawn)	0.55	0.7	-38
O=C(NCC1CCCO1)C1CC(c2ccc(Cl)c(Cl)c2)=NO1 (stereo not drawn)	0.39	-0.23	14
CCOC(=O)c1c(C2CC2)csc1NC(=O)COC(=O)c1ccc[n+]([O-])c1	0.55	1	-30
O=C(NCCc1ccccc1)c1ccncc1	1.5	0.11	-74
COCC(=O)Oc1c(S(=O)(=O)c2ccc(C)cc2)c(C)nn1-c1ccccc1	0.38	0.06	12
O=C(N/N=C/c1cnc(N2CCCCC2)s1)c1ccc(Cl)cc1	x	x	8
Cc1ccc(S(=O)(=O)Nc2ccc(Cl)cc2C(=O)c2ccc(F)cc2)cc1	-0.92	-0.96	x
CC1(C)NC(=O)N(CC(=O)OCC(=O)Nc2cccc(S(N)(=O)=O)c2)C1=O	x	x	-41
CCOc1ccc2[nH]cc(C(=O)N3CCN(C4CCCCC4)CC3)c(=O)c2c1	x	x	44
Cc1nn(-c2ccccc2)c(Cl)c1/C=N/N1CCN(c2ccccn2)CC1	x	x	-3
N#CC1=C(N)Oc2n[nH]c(-c3ccccc3)c2C12C(=O)Nc1ccccc12 (stereo not drawn)	-0.01	0.44	-23
O=C(N/N=C(/CC(=O)c1cccs1)C(F)(F)F)c1ccc(O)cc1	0.15	0.36	-81
Cc1n[nH]c(C)c1Sc1ccccc1N=Cc1cc([N+](=O)[O-])ccc1O	-0.14	-0.35	10
CCNC(=O)CSc1nnc(-c2cc(-c3ccc(Cl)cc3)nc3ccccc23)o1	-0.63	-0.71	x
CC(=O)Nc1ccc(S(=O)(=O)NCCc2ccc(S(N)(=O)=O)cc2)cc1	1.6	1.7	49
CC(C)(C)c1cnnn1-c1ccc(C(=O)CCl)cc1	-2.9	-2.1	-10
Cc1cccc(C(C)C)c1NC(=O)c1ccc(COc2ccc3c(C)cc(=O)oc3c2)cc1	0.12	0.6	31
O=C(NCc1ccccc1)C(=O)Nc1nccs1	x	x	27
Cc1cccc(Nc2nc(N)nc(CN3CCN(c4ccc(F)cc4)CC3)n2)c1	0.8	1.1	x
COc1cc(C2C3=C(CC(c4ccco4)CC3=O)Nc3ccccc3N2C(C)=O)cc(OC)c1OC (stereo not drawn)	-0.21	-0.67	-136
COc1cc2nc(NC(=O)c3ccccc3)[nH]c(=O)c2cc1OC	0.18	0.15	0
Cc1cc(C)c2c(-n3cccc3)c(C(=O)NNS(=O)(=O)c3ccc(Cl)cc3)sc2n1	-1.7	-1.6	38
Cc1cc(C)n(-c2nc3ccccc3c(=O)n2OCc2ccc(Cl)cc2)n1	-0.78	-1.1	37
CCn1nnnc1SCC(=O)Nc1cc(C)on1	1.1	0.72	44
COc1ccc(NC(=O)COC(=O)/C=C/c2ccc(OC)c(S(=O)(=O)N3CCOCC3)c2)cc1	-1	-1.8	44
COc1ccc(-c2c(C)n([O-])c3c([n+]2=O)CCCC3)cc1	0.86	1.2	-25
O=C(CCC(=O)Nc1ccc(Oc2ccccc2)cc1)NCCO	-0.75	-1.5	27
COc1cc(C(=O)NCCC(C)C)c([N+](=O)[O-])cc1OC	-0.32	-0.46	37
CCOC(=O)C1CCN(c2cc(C)nc3cc(-c4cccc(F)c4)nn23)CC1	-0.6	1.9	-11
COc1ccc(C(C[N+](=O)[O-])c2c(-c3ccccc3)cc3ccccn23)cc1OC (stereo not drawn)	-1.2	-0.99	14
CC(C)(C)c1csc(NC2=NS(=O)(=O)c3ccccc32)n1	-0.36	-0.03	50
CNC(=O)NC(=S)NC(=O)c1ccc(OC)cc1	0.31	-0.41	-24
CCCCCC1(C)NC(=S)N(c2ccccc2)N1 (stereo not drawn)	x	x	-5
C[C@H](NC(=O)c1ccccc1)C(=O)Nc1nc(-c2ccccn2)cs1	x	x	-33
